From PubChem BioAssay
RGS7-Gao = human RGS7-Galphao interaction regulation | P09471 | Multiplexed bead flow cytometry, RGS7-Galphao binding; actives lie on both sides | binding response (% of control), % at 10 µM | 220,000 compounds, 0.35% hits | AID 1439; in the data active = binding response below about 49% or above about 150%; inconclusive = no clear call, values can overlap the other calls; inactive = in between;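 also: fluorescent Galphao held in activated GDP-AlF4 state binding bead-coupled RGS7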
Bim-Bcl-2 = human Bim-Bcl-2 interaction inhibition; P10415; Bead-based flow cytometry, Bim peptide-Bcl-2 binding; inhibition, % at 10 µM; 190,000 compounds, 0.06% hits; in the data active = inhibition above about 40%; inconclusive = no clear call, values can overlap the other calls;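 also: 0% = no compound wells with probe peptide and 100% = reference peptide inhibitor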
Bfl-1 Bim block = disrupts Bim binding to human Bfl-1. Bead-based flow cytometry, Bim-Bfl-1 binding inhibition. Q16548. inhibition, % at 10 µM. 190,000 compounds, 0.12% hits. AID 1008;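 also: 0% = wells without compound plus tracer and 100% = blocker peptide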
GSH bead fluor = compound fluoresces at 488/530 nm on GSH beads; fluorescence (KMESF) at 10 µM; GSH beads flow cytometry, compound fluorescence 488/530 nm; stronger effect = higher value; 190,000 compounds, 0.25% hits; AID 1776; in the data active = fluorescence above about 89;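 also: glutathione beads carrying GST-tagged Bcl family fusion proteins plus one bare bead set; values are compound well signal with DMSO vehicle wells as background; inactives centre near 16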
ABCG2 inh = inhibitors of human ABCG2 transporter, ABCB1 counter-screen; 190,000 compounds, 0.1% hits; IgMXP3 cells, JC-1 efflux, flow cytometry; Q9UNQ0; inhibition, % at 6.6 µM; AID 1325;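 active = inhibition above 80%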;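 also: 0% = DMSO and 100% = nicardipine control wells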
Target sequence (Q9UNQ0 whole entry, looked up): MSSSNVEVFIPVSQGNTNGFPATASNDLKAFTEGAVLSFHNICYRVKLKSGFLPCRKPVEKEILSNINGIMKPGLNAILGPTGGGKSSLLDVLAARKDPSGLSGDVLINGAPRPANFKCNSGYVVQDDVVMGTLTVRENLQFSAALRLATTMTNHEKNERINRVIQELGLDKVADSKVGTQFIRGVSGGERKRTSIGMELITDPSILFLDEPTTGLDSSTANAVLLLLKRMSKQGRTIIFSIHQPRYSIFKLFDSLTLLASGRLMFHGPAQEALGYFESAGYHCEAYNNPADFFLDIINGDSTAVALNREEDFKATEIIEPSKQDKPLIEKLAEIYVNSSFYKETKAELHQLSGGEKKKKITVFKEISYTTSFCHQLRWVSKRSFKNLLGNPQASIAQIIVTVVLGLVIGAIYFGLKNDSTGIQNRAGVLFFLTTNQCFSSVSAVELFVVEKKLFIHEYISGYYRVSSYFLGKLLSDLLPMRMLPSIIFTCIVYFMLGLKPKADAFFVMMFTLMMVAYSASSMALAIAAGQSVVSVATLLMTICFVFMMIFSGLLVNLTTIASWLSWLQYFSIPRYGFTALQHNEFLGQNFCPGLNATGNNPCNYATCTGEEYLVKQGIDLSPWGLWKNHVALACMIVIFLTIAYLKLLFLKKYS
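Times: 10 min at 25 °C | Test system: Two drug-resistant human cell lines, ABCG2 and ABCB1 | Quantity: 3 million cells/mL final, two lines in 1:1 ratio | Signal: Flow cytometry, 530 nm JC-1 signal | Dosing: Compound at 6.6 µM | Controls: Nicardipine and DMSO wells | Reagent: JC-1 as fluorescent efflux pump substrate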
Bcl-B Bim block = inhibitors of Bim-Bcl-B interaction, human; Q9HD36; bead-based flow cytometry, Bim peptide-Bcl-B binding; inhibition, % at 10 µM; 190,000 compounds, 0.073% hits; AID 951;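 also: 0% = tracer peptide without compound and 100% = reference inhibitor peptide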
RGS4-Gao reg = modulates binding of RGS4 to human Galphao. P09471. Multiplexed bead flow cytometry; actives lie on both sides. binding response (% of control), % at 10 µM. 220,000 compounds, 0.33% hits. AID 1415; in the data active = binding response below about 49% or above about 150%; inactive = in between;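 also: fluorescent Galphao activated with aluminum fluoride binding bead-coupled RGS4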
Avidin bead fluor = avidin bead compound fluorescence profile. Avidin beads, compound fluorescence 488/530 nm, flow cytometry; stronger effect = higher value. fluorescence (KMESF) at 10 µM. 220,000 compounds, 0.38% hits; in the data active = fluorescence above about 47; also: inactives centre near 10
Bcl-W Bim block = disrupts Bim peptide binding to human Bcl-W. Q92843. bead-based flow cytometry. 190,000 compounds, 0.02% hits. inhibition, % at 10 µM;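 also: 0% = bound tracer without compound and 100% = peptide blocker; higher means less fluorescent Bim peptide bound to Bcl-W beads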
Target sequence (Q92843 whole entry, looked up): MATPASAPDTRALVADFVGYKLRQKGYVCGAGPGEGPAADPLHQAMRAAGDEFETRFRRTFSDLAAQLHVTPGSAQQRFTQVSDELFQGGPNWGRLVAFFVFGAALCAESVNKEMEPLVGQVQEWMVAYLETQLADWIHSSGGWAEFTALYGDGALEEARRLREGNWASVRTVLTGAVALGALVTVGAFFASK
Bim-Bcl-XL = human Bim-Bcl-XL interaction inhibition; Bim peptide-Bcl-XL binding, bead flow cytometry, fluorescence; inhibition, % at 10 µM; 190,000 compounds, 0.04% hits; AID 1007
Target sequence (Q07817 whole entry, looked up): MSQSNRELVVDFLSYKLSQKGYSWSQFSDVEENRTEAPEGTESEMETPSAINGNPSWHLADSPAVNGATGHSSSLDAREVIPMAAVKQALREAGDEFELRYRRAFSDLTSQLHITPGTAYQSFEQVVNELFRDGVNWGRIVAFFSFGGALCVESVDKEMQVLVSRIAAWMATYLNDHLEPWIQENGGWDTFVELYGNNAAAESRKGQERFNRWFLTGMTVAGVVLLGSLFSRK
ABCB1 block = human ABCB1 inhibition, ABCG2 as counter-screen; CCRF-Adr cells, JC-1 efflux, flow cytometry; 190,000 compounds, 0.067% hits; inhibition, % at 6.6 µM; P08183; in the data active = inhibition above about 40%;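 also: 0% = vehicle and 100% = reference inhibitor; higher value means more JC-1 retained so stronger ABCB1 efflux block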
Starred values were filed as active, the others as inactive; ? = inconclusive; . = not tested or not shown. Rule as the data show it, unless noted: active = inhibition above about 40%.

SMILES | RGS7-Gao | Bim-Bcl-2 | Bfl-1 Bim block | GSH bead fluor | ABCG2 inh | Bcl-B Bim block | RGS4-Gao reg | Avidin bead fluor | Bcl-W Bim block | Bim-Bcl-XL | ABCB1 block
CC(=O)NC1(c2cccc(F)c2)CCN(CC(=O)NC(C)C)CC1 | 100 | -2 | -2 | 12 | 0 | 0 | 96 | 33 | 1 | -1 | -0.1
COC(=O)C(Nc1ccccc1Cl)(c1cc(C)c(O)c(C)c1)C(F)(F)F (stereo unspecified) | 95 | -7 | -10 | 34 | 2 | -6 | 94 | 8 | 1 | -7 | 0.4
O=C(c1ccc(Br)o1)N1CCN=C1SCc1cccnc1 | 103 | -4 | -13 | 19 | -3 | -2 | 106 | 7 | 3 | -6 | -1.4
CCCN(CCC)C(=O)c1c(C)[nH]c(C(=O)OCC)c1C | 101 | -9 | -11 | 25 | -2 | -6 | 103 | 8 | 0 | -6 | -2.1
NS(=O)(=O)c1ccc(-n2nc(C(=O)O)cc2-c2ccc(Cl)cc2)cc1 | 95 | 0 | -9 | 12 | 2 | -6 | 98 | 24 | 0 | 0 | 0.7
O=C(Cc1ccc(-n2c(=O)[nH]c3ccccc3c2=O)cc1)N1CCN(c2cccc(Cl)c2)CC1 | 104 | 0 | -1 | 14 | 6 | 1 | 108 | 33 | 2 | 1 | 4.1
CC1CCC2(CC1)SCC(=O)N2c1ccccc1 (stereo unspecified) | 93 | 0 | 0 | 15 | 5 | -4 | 91 | 5 | -4 | -6 | 1.7
CNC(=O)COC(=O)CCC(=O)c1cccs1 | ? | -4 | -3 | 15 | 1 | -2 | 100 | 14 | -3 | 0 | 0.5
CSCCc1nc(SCC(=O)Nc2nnc(C)s2)[nH]c1C | 119 | -7 | -9 | 39 | 9 | -6 | 124 | 7 | 4 | -3 | 0.1
COCCOC(=O)c1c(C)n(C)c2ccc(OC(=O)c3ccco3)cc12 | 98 | -4 | -9 | 43 | 3 | -3 | 98 | 6 | 5 | -9 | 0.4
Cc1ccc(C2c3c(oc4ccccc4c3=O)C(=O)N2c2nnc(C(C)C)s2)o1 (stereo unspecified) | 104 | -8 | -8 | 14 | 14 | -7 | 101 | 24 | -5 | -10 | 1.6
O=C(CSCc1ccc(Cl)cc1)N/N=C/c1ccc(Cl)cc1Cl | 98 | -8 | -15 | 23 | 11 | -8 | 96 | 30 | -2 | -11 | 0.1
COC(=O)c1ccc(Oc2c(Cl)cccc2[N+](=O)[O-])cc1 | 104 | -6 | -13 | 15 | 15 | -4 | 100 | 15 | -3 | -2 | 1.1
Cc1ccc(NC(=S)NC(=O)c2c(-c3ccccc3Cl)noc2C)cc1 | 109 | -1 | 0 | 20 | 1 | 0 | 107 | 7 | -2 | 0 | 0.2
C=CCN1C(=O)C(O)(CC(=O)c2ccc(N)cc2)c2ccccc21 (stereo unspecified) | 102 | -10 | -12 | 25 | 3 | -7 | 101 | 39 | -5 | -5 | 0.0
Cc1cc(N2CCCC2=O)cc(C)c1S(=O)(=O)NCCOc1ccccc1 | 96 | -3 | -8 | 38 | 4 | -10 | 97 | 7 | -1 | -3 | 1.1
CN(CCc1ccccn1)C(=O)CCC1CCCN(C(=O)NC2CCCCC2)C1 (stereo unspecified) | 96 | 0 | -1 | 14 | 1 | -1 | 95 | 5 | 0 | 0 | -0.1
CN1CC2(C)OC(=O)C(Cl)=C2CC1c1ccccc1 (stereo unspecified) | 112 | 0 | -3 | 23 | -2 | 2 | 113 | 13 | -4 | -3 | 2.0
COc1ccc(S(=O)(=O)NCc2ccccn2)cc1 | 93 | -1 | -1 | 16 | 0 | -4 | 98 | 6 | -3 | -4 | 0.0
COc1ccc(-n2nc(C(=O)NCC(=O)NCc3ccco3)c3ccccc3c2=O)cc1 | 100 | -5 | -7 | 12 | 0 | -8 | 98 | 21 | 0 | -7 | 0.0
CCOC(=O)CN(c1ccccn1)S(=O)(=O)c1ccc(OC)cc1 | 105 | -7 | -5 | 16 | 0 | -2 | 106 | 7 | 1 | 0 | 0.2
COc1ccc(-c2noc(CCCOc3ccccc3)n2)cc1OC | 99 | -5 | -5 | 30 | 36 | -2 | 101 | 8 | -3 | -6 | -0.6
COc1ccc(Cc2c(N)nc(N)nc2N)cc1 | 104 | 1 | 7 | 33 | -5 | 4 | 100 | 5 | 5 | 5 | -0.7
CC(/C=C/c1ccc2c(c1)OCO2)=N\NC(=O)COc1ccccc1C | 100 | -9 | -13 | 35 | 2 | -7 | 106 | 9 | 0 | -3 | 0.1
Cc1cccc(-c2nc(CS(=O)CC(=O)N3CCCCC3)c(C)o2)c1 (stereo unspecified) | 96 | -2 | -8 | 15 | 2 | -7 | 94 | 25 | -3 | -8 | 0.6
Cc1ccc(NC(=O)c2ccc3c(c2)OCCO3)cc1 | 96 | -3 | -3 | 10 | 6 | -2 | 94 | 12 | -2 | 0 | 0.5
O=C(N/N=C/c1ccc(OC(=O)c2cccs2)cc1)c1cccc(F)c1 | 106 | ? | . | 65 | 0 | . | 99 | 5 | . | . | -0.1
Cc1nc2c(cnn2-c2ccccc2Cl)c(=O)n1-c1ccc(N2CCC(C)CC2)cc1 | 99 | -6 | -15 | 23 | 10 | -6 | 103 | 10 | -2 | -4 | 1.9
COc1ccc([N+](=O)[O-])cc1NC(=O)c1ccc(C)o1 | 91 | -5 | -7 | 12 | 37 | -5 | 93 | 14 | -2 | -1 | 1.6
Cc1cccc2nc(CSc3nc4cc([N+](=O)[O-])ccc4s3)cn12 | 98 | 0 | 1 | 7 | 40 | -4 | 98 | 4 | 0 | -5 | 5.3

3 structures out of the list, sorted by SMILES length, rising:
SMILES | RGS7-Gao | Bim-Bcl-2 | Bfl-1 Bim block | GSH bead fluor | ABCG2 inh | Bcl-B Bim block | RGS4-Gao reg | Avidin bead fluor | Bcl-W Bim block | Bim-Bcl-XL | ABCB1 block
COc1ccc(S(=O)(=O)NCc2ccccn2)cc1 | 93 | -1 | -1 | 16 | 0 | -4 | 98 | 6 | -3 | -4 | 0.0
O=C(CSCc1ccc(Cl)cc1)N/N=C/c1ccc(Cl)cc1Cl | 98 | -8 | -15 | 23 | 11 | -8 | 96 | 30 | -2 | -11 | 0.1
NS(=O)(=O)c1ccc(-n2nc(C(=O)O)cc2-c2ccc(Cl)cc2)cc1 | 95 | 0 | -9 | 12 | 2 | -6 | 98 | 24 | 0 | 0 | 0.7

Additional entries.
SMILES | RGS7-Gao | Bim-Bcl-2 | Bfl-1 Bim block | GSH bead fluor | ABCG2 inh | Bcl-B Bim block | RGS4-Gao reg | Avidin bead fluor | Bcl-W Bim block | Bim-Bcl-XL | ABCB1 block
CC(CC(=O)Nc1ccccc1)n1ccnc1 (stereo unspecified) | 97 | -3 | -10 | 12 | 1 | -3 | 103 | 18 | -3 | -2 | 0.3
CC1(C)C2CCC1(C)C(OC(=O)c1ccc(O)cc1)C2 (stereo unspecified) | 95 | 0 | 2 | 23 | 6 | 0 | 98 | 6 | 5 | 4 | 0.0
Cc1cccc(/C=N/n2c(-c3cc(-c4ccccc4)n[nH]3)n[nH]c2=S)c1 | 101 | -4 | -7 | 14 | 1 | -26 | 102 | 15 | -6 | -8 | 0.7
O=C(c1ncn[nH]1)N1CCN(c2nc(-c3ccccc3)cs2)CC1 | 99 | -6 | -12 | 18 | 6 | -7 | 97 | 34 | 0 | -3 | 0.0
COc1cc(NC(=O)c2ccco2)c(OC)cc1NC(=O)CCC(=O)Nc1cccc(C)c1C | 96 | -4 | 0 | 12 | 4 | 1 | 92 | 13 | 3 | -2 | 1.3
COc1ccc(Cl)cc1NC(=S)NNC(=O)c1cccs1 | 110 | -4 | -5 | 13 | 14 | -14 | 109 | 8 | -1 | -3 | 3.5
COc1cccc(C(=O)NCC(=O)OCC(=O)Nc2ncc(Cl)cc2Cl)c1 | ? | 0 | 0 | 13 | 9 | -3 | 95 | 13 | 1 | -1 | -0.1
COc1cc(C(=O)n2nc(C)cc2C)ccc1O | 99 | -3 | -1 | 23 | 1 | -4 | 101 | 11 | -1 | -3 | 0.3
Cc1ccc2ncnc(NCCCCCC(=O)O)c2c1 | 114 | -1 | -6 | 14 | 9 | -2 | 105 | 33 | 1 | 1 | 0.4
CCN(CC(=O)NCc1cccs1)C(=O)c1cc(S(=O)(=O)N2CCOCC2)ccc1C | 100 | 0 | 1 | 15 | 1 | 0 | 100 | 9 | 0 | 0 | 0.5
COc1ccc(C2CC(=O)c3c(C)nc(N4CCN(Cc5ccccc5)CC4)nc3C2)cc1OC (stereo unspecified) | 102 | 2 | 0 | 21 | 5 | -3 | 106 | 2 | 4 | 0 | 4.3
CCOC(=O)c1c(-c2ccccc2)csc1NC(=O)C(C)NCc1ccco1 (stereo unspecified) | 102 | -2 | -1 | 13 | 10 | -3 | 101 | 15 | -4 | -3 | 2.2
COc1ccc(CN2C3CCCC2CC(NC(=O)/C=C/c2ccccc2)C3)cc1 (stereo unspecified) | 102 | -5 | -9 | 11 | 0 | -4 | 104 | 25 | -2 | -2 | 0.7
CCOC(=O)N1CCN(C(=O)CCSc2ccccc2)CC1 | 104 | 2 | 0 | 21 | 0 | 2 | 104 | 46 | -1 | -1 | 0.3
O=C(CN1C(=O)NC2NC(=O)NC21)N/N=C/c1ccccc1O (stereo unspecified) | ? | 0 | -2 | 10 | 1 | 0 | 95 | 9 | -1 | 0 | 0.4
Cc1c(C(=O)NC(=S)NCC(C)C)oc2ccccc12 | 104 | -2 | 0 | 25 | 0 | -5 | 104 | 11 | -1 | -5 | 0.1
O=C(COC(=O)c1ccco1)NCc1ccco1 | 100 | -11 | -10 | 14 | 0 | -7 | 97 | 10 | 0 | -2 | 0.3
Cc1occc1-c1nnc(SCC(=O)c2ccc(F)cc2)o1 | 100 | -15 | -19 | 37 | 39 | -9 | 101 | 13 | -3 | -16 | -0.5
COc1ccc(NC(=O)CSc2nc3nc(-c4cccs4)cc(C(F)(F)F)c3c(=O)[nH]2)c(OC)c1 | 97 | -1 | 2 | 19 | -3 | -10 | 94 | 2 | -2 | -7 | -0.2
CC1CCN(CC(=O)NC(=O)NCc2ccccc2)CC1 | 105 | -3 | -3 | 10 | -4 | -7 | 106 | 6 | -3 | -9 | 0.3
O=C(N/N=C/c1ccc(-c2cccc([N+](=O)[O-])c2)o1)c1ccccc1O | 102 | 4 | 4 | 10 | 0 | 0 | 99 | 19 | 4 | 0 | 0.0
O=C(Nc1ccc(C(F)(F)F)cc1)c1cccnc1N1CCOCC1 | 101 | -12 | -12 | 12 | -8 | -8 | 99 | 11 | -2 | -7 | -6.8
O=C1C2C3C=CC(C4CC34)C2C(=O)N1CCc1ccccc1 (stereo unspecified) | 99 | -2 | 0 | 7 | 10 | -2 | 102 | 3 | -1 | 0 | 1.2
Cc1cc(C)c(C#N)c(SCC(=O)NC(C)(C)C)n1 | 90 | -6 | -6 | 24 | 1 | -4 | 90 | 5 | 1 | 0 | 0.2
CCOc1ccc(N2C(=O)C3ON(c4ccccc4)C(c4ccco4)C3C2=O)cc1 (stereo unspecified) | 98 | -1 | -5 | 11 | 7 | -4 | 97 | 4 | 1 | -3 | 0.8
CCN(CC)S(=O)(=O)c1ccc(Cl)c(C(=O)NCc2ccccc2Cl)c1 | 113 | -5 | -5 | 25 | 0 | -6 | 109 | 13 | -1 | -1 | 0.1
